Bioassay records as filed in PubChem BioAssay.
Dicer processing: blocks human Dicer maturation of pre-miR-21; Q9UPY3; cat-ELCCA pre-miR-21 Dicer processing, chemiluminescence; active compounds read high; z-score at 25 µM; 47,000 tested, 6% active; AID 1347074; in the data active = z-score above about 3, passing the limit was not always enough;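 also: plate controls were vehicle for no effect and no enzyme for full effect; higher signal means more uncleaved substrate so more Dicer inhibition; strong numbers were not always called active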
Target sequence (Q9UPY3 whole entry, looked up): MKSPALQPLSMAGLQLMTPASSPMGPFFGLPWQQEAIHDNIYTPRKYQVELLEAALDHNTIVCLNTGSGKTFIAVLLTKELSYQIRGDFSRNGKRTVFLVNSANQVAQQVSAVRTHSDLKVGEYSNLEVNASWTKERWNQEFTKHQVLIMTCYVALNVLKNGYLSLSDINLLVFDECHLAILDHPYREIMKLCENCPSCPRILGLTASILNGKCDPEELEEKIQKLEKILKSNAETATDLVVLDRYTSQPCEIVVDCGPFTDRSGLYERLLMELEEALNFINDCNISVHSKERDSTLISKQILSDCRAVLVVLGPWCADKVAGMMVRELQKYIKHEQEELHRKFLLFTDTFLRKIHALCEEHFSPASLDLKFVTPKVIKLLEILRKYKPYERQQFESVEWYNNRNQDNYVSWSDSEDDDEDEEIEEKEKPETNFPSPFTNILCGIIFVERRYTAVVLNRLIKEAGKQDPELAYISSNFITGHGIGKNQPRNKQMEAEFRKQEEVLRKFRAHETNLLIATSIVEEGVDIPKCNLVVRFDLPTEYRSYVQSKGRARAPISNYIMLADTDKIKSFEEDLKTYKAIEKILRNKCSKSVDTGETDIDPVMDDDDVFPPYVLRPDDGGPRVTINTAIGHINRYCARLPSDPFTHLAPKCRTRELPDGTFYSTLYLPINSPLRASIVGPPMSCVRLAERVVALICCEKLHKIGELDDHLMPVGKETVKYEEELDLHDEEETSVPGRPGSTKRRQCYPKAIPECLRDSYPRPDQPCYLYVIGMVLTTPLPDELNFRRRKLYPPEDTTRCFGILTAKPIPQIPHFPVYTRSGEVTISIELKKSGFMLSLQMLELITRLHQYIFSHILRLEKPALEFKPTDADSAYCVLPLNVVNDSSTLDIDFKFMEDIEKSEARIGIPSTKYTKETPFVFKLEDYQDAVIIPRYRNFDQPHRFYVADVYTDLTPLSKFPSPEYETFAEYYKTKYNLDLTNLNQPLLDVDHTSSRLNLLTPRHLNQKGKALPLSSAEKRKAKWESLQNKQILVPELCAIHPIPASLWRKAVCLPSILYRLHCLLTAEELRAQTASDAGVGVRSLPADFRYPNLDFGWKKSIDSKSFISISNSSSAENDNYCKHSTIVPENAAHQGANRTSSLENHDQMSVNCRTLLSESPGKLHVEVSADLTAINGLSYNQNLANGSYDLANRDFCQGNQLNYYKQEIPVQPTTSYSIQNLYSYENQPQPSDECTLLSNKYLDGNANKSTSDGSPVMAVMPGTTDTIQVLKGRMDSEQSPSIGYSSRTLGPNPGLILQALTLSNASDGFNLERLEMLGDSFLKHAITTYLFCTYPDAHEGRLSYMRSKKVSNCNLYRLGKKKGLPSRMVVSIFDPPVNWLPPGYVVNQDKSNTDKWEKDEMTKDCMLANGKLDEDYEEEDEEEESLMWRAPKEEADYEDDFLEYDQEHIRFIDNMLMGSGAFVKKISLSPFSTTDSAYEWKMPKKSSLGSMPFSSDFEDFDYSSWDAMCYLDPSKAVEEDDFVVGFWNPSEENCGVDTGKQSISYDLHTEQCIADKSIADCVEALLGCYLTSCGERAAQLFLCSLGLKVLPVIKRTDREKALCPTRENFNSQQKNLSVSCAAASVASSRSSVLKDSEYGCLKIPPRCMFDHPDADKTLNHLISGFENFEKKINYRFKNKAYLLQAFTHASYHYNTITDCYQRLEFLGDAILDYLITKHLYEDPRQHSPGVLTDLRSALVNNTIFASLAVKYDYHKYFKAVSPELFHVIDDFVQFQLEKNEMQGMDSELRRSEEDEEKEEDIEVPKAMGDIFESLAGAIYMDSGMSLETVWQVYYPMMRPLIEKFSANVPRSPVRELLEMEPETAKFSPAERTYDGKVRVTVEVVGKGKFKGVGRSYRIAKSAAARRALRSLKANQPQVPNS
Active calls of the source: *. These rows are one share of the data, so the mix of outcomes need not match the whole.

SMILES | Dicer processing
CCOc1ccc2c(c1)C(C)=CC(C)(C)N2C(=O)Nc1ccccc1 | 0.95
CS(=O)(=NS(=O)(=O)c1ccc(Cl)cc1)c1ccccc1 (stereo not drawn) | -1.29
Cc1ccc(C(Nc2ccccn2)c2ccc3ccc(C)nc3c2O)cc1 (stereo not drawn) | -0.45
COC(=O)c1ccsc1NC(=O)CN1c2cccc3cccc(c23)S1(=O)=O | 1.85
Cc1ccc(S(=O)(=O)NC(=O)NNc2c(Cl)cc(Cl)cc2C(F)(F)F)cc1 | 0.57
CC(C)N1CNc2nc3ccccc3n2C1 | 1.6
Cc1c2c(=O)n(-c3ccccc3)[nH]c2cc(=O)n1CCc1c[nH]c2ccccc12 | 3.01*
O=C1CC(Nc2ccc(N3CCCCC3)cc2)C(=O)N1c1ccccc1F (stereo not drawn) | 3.31*
COc1ccc(-c2cnc3c(-c4ccccc4)c(C)nn3c2N)cc1OC | 0.88
O=C1CC(Nc2ccc(N3CCOCC3)cc2)C(=O)N1c1ccc(F)cc1 (stereo not drawn) | -0.38
Cc1c(CO)c2ccccc2n1Cc1ccc(Cl)cc1 | -0.11
Cc1ccc(C2C(C#N)=C(N)Oc3nc[nH]c(=O)c32)cc1 (stereo not drawn) | -0.58
O=C(O)C1=CS[C@@H]2/C(=C\c3cnc4n3CCOC4)C(=O)N12 | -0.23
O=C(Nc1ccc(-c2nc3ccccc3o2)cc1)c1ccc([N+](=O)[O-])o1 | -0.84
C[n+]1c2ccccc2nc2ccc(NCCc3cnc[nH]3)cc21 | -2.62
Cc1[nH]cnc1C(=O)N/N=C/c1c(Cl)cccc1Cl | -0.93
CCNc1sc(C(=O)OC)c(N)c1C#N | -1.04
COc1ccc(/C=C2\OC(c3ccc(OC)c(OC)c3)=Cc3cc(OC)c(OC)cc32)cc1OC | 0.23
COC(=O)c1cnc(Nc2ccccc2C)c([N+](=O)[O-])c1 | -1.24
Fc1ccc(-c2oncc2-c2nnnn2-c2ccc(Cl)cc2)c(F)c1 | 0.98

Filtered by structure, those above with a nitro group on carbon
SMILES | Dicer processing
O=C(Nc1ccc(-c2nc3ccccc3o2)cc1)c1ccc([N+](=O)[O-])o1 | -0.84
COC(=O)c1cnc(Nc2ccccc2C)c([N+](=O)[O-])c1 | -1.24

Continued:
SMILES | Dicer processing
Nc1ccc2nc(-c3ccc(O)cc3)sc2c1 | 3.54*
Cc1ccc(-c2cnc3c(-c4ccccc4)cnn3c2N)cc1 | 1.84
O=C(CCCN1CCC(O)(c2ccc(Cl)cc2)CC1)c1ccc(F)cc1 | -0.53
COc1ccc(Oc2nc3c(c(=O)n(Cc4ccc(Br)cc4)c(=O)n3C)n2C)cc1 | 4.1*
O=C(COc1ccc(Cl)cc1)Nc1ccc(Br)cn1 | 0.05
COc1ccc(C2C3CSc4ccccc4C3=NN2c2ccccc2)cc1 (stereo not drawn) | -0.66
Cc1csc(Nc2nc(N)c(C(=O)Nc3ccccc3)o2)n1 | -0.39
COC(=O)C1(C(F)(F)F)N=C(c2ccccc2)OC(N2CCCCC2)=N1 (stereo not drawn) | -1.69
CC(C)(C)NC(=S)Nc1ccccc1[N+](=O)[O-] | -0.58
N#C/C(=C\Nc1cc(C(F)(F)F)cc(C(F)(F)F)c1)S(=O)(=O)c1ccccc1 | 0.35
O=S(=O)(CS(=O)(=O)NCCc1ccc(Cl)cc1)NCCc1ccc(Cl)cc1 | 0.29
CSC1=N/C(=C\c2ccc(F)cc2)C(=O)S1 | 6.32
CSc1nnc2c(n1)OC(c1ccc(C)o1)N(C(C)=O)c1ccc(Br)cc1-2 (stereo not drawn) | -0.9
Nc1ncnc(Nc2cccc(F)c2)n1 | 1.83
COC(=O)c1cc(=O)n(-c2cc(C(F)(F)F)cc(C(F)(F)F)c2)[nH]1 | 0.48
CCCn1c(CCC(=O)O)ccc1-c1cccs1 | 3.02*
Oc1ccc2ccccc2c1C1Nc2cccc3cccc1c23 (stereo not drawn) | -2.61
O=C1C(=O)N(c2cccnc2)C(c2ccc(Br)cc2)/C1=C(\O)c1ccc(Cl)cc1 (stereo not drawn) | 0.32
CCCOc1ccc(C2c3c(oc4ccccc4c3=O)C(=O)N2c2nncs2)cc1OCC (stereo not drawn) | 0.86
CCOC(=O)C1Cn2c(nc3c(c2=O)C2(CCCC2)Cc2ccccc2-3)S1 (stereo not drawn) | 2.71

Reprinted at random: 7 compounds from above
SMILES | Dicer processing
CCCn1c(CCC(=O)O)ccc1-c1cccs1 | 3.02*
Nc1ncnc(Nc2cccc(F)c2)n1 | 1.83
COC(=O)c1cc(=O)n(-c2cc(C(F)(F)F)cc(C(F)(F)F)c2)[nH]1 | 0.48
Nc1ccc2nc(-c3ccc(O)cc3)sc2c1 | 3.54*
O=C(COc1ccc(Cl)cc1)Nc1ccc(Br)cn1 | 0.05
Oc1ccc2ccccc2c1C1Nc2cccc3cccc1c23 (stereo not drawn) | -2.61
CSc1nnc2c(n1)OC(c1ccc(C)o1)N(C(C)=O)c1ccc(Br)cc1-2 (stereo not drawn) | -0.9

More records
SMILES | Dicer processing
Cc1nnc(SCc2ccccc2)[nH]c1=O | 1.18
CC1CN(c2ccc([N+](=O)[O-])cc2)CC(C)O1 (stereo not drawn) | -0.22
Cc1ccc(S(=O)(=O)N2CCN(Cc3cc(Br)ccc3O)CC2)cc1 | 2.31
CS(=O)(=O)N(Cc1ccccc1)Cc1ccc2c(c1)OCO2 | 0.84
COc1cc(NC(=O)c2cccs2)c(OC)cc1Cl | 0.59
Cc1ccc(/C(O)=C/C(=O)C(=O)NNC(=O)c2ccccc2Nc2ccccc2)c(C)c1 | 3.47
OC(COC1=NCNc2cc(Cl)ccc21)c1ccc2c(c1)OCCCO2 (stereo not drawn) | -1.49
CCN(CC)C(=S)Nc1cccc(SC)c1 | 2
O=C(Nc1ccccc1Oc1ccc(Cl)cc1Cl)c1cc(Cl)sc1Cl | -0.24
COC(=O)c1c(C)oc2ccc(OC(=O)C(C)(C)C)cc12 | -0.15
CCOC(=O)c1ccc(N)c(N)c1 | 3.42*
COc1ccc(CNc2nc3ccccc3n2CCN2CCOCC2)c(OC)c1 | 3.49*
Cc1cccc(C2N3CC4(C)CN2CC(C)(C3)C4=O)c1 (stereo not drawn) | -6.44
Cc1c(-c2ccnn2C(=O)Nc2ccc(Cl)cc2)cnn1-c1ccccc1 | -1.11
Cc1cc(C(=O)NN)c2cc(Br)ccc2n1 | -0.62
O=C(O/N=C1\CCc2ccccc21)c1cccc(F)c1 | 0.02
COCCCNC(=O)c1nc2ccccc2c(=O)n1/N=C/N(C)C | 0.57
FC(F)(F)c1cccc(N2CCN(c3nc(-c4ccc(Cl)cc4)cs3)CC2)c1 | -3.21
N#Cc1c(SCC(=O)c2ccc(Cl)cc2)nc2c(c1-c1cccs1)CCCC2 | -0.5
CC(C)C(C(=O)O)N1C(=O)CSC1=S (stereo not drawn) | -0.79

4 structures from above, ordered by heavy-atom count, descending.
SMILES | Dicer processing
N#Cc1c(SCC(=O)c2ccc(Cl)cc2)nc2c(c1-c1cccs1)CCCC2 | -0.5
Cc1c(-c2ccnn2C(=O)Nc2ccc(Cl)cc2)cnn1-c1ccccc1 | -1.11
CS(=O)(=O)N(Cc1ccccc1)Cc1ccc2c(c1)OCO2 | 0.84
Cc1nnc(SCc2ccccc2)[nH]c1=O | 1.18

Single entries from above.
Dicer processing with `Cc1c(-c2ccnn2C(=O)Nc2ccc(Cl)cc2)cnn1-c1ccccc1` reads -1.11
Dicer processing with `CC(C)C(C(=O)O)N1C(=O)CSC1=S` (stereo not drawn) reads -0.79
Dicer processing with `N#Cc1c(SCC(=O)c2ccc(Cl)cc2)nc2c(c1-c1cccs1)CCCC2` reads -0.5

Continuation.
SMILES | Dicer processing
O=C(Nc1c(Br)cc(Br)cc1C(=O)Nc1ccccc1Cl)c1cccs1 | -0.43
O=[N+]([O-])c1ccc(C2OCC3(CO)COC(c4ccc([N+](=O)[O-])cc4)N23)cc1 (stereo not drawn) | 0.06
O=C(O)c1ccccc1-n1cccc1C(=O)O | -0.22
OCCNNC(=S)NC1CC2C=CC1C2 (stereo not drawn) | -0.59
C/C(=N\OC(=O)c1ccc(Cl)cc1)c1ccn(S(=O)(=O)c2ccc(Cl)cc2)c1 | 11.4*
O=C1CSC(=O)N1C(c1ccccc1)(c1ccccc1)c1ccccc1 | 4.53*
CCC1(CC)Cc2ccccc2C(=O)N1 | -0.53
O=C(COc1ccc(Br)cc1)Nc1nccs1 | 0.87
C=CCN1/C(=C/c2cc[n+](CC)cc2)Sc2ccccc21 | -0.74
O=C(Cc1cccc(Cl)c1)c1ccc(O)cc1O | 1.07
S=C(NC1CCCCC1)C(=S)NC1CCCCC1 | -1.07
N=c1ncn(CC(O)CO)c2nc(N3CCOCC3)[nH]c12 (stereo not drawn) | 2.22
O=S(=O)(Nc1cc(Cl)cc(Cl)c1)c1ccccc1Oc1ccc(Cl)cc1Cl | -0.47
Nc1nc(/C=C/c2ccc(O)cc2)nc(-c2ccccc2O)n1 | 5.62*
Cc1nc(-c2coc3c(C)c(O)c(CN(C)C)cc3c2=O)cs1 | -0.18
Cc1cc(CO)cc(C)c1Br | 1.42
CC(C)CN1C(=O)C(=O)/C(=C(\O)c2ccc(Cl)cc2)C1c1cccnc1 (stereo not drawn) | -0.09
O=C(O)c1ccc2c3c(ccc(C(=O)O)c13)C(=O)NC2=O | -0.16
Cc1cc(NNS(=O)(=O)c2cc(C(F)(F)F)cc(C(F)(F)F)c2)nc2c1c(C)nn2C | 0.4
S=C(N/N=C/C=C/c1ccccc1)NC1CC2CC1C1C=CCC21 (stereo not drawn) | 0.15
CCOCCOC(=O)C1=C(C)NC2=C(C(=O)CC(c3ccccc3)C2)C1c1ccccc1OCC (stereo not drawn) | 2.61
COc1ccc(/C(O)=C2\C(=O)C(=O)N(CCCn3ccnc3)C2c2ccccc2F)cc1 (stereo not drawn) | 0.61
CC(=O)Oc1cc2c(C(=O)NCC3CCCO3)c(C)oc2c2ccccc12 (stereo not drawn) | -3.14
CC(=O)Nc1nnc(SCC(=O)Nc2ccc(F)c(F)c2F)s1 | -1.19
CN(C)S(=O)(=O)N(CC(=O)Nc1ccccc1Sc1ccccc1)c1ccccc1 | -1.68
CCn1c(SCC(=O)OC)nc2c1c(=O)n(C)c(=O)n2C | 0.73
CC(=O)NC(Nc1ccccc1C)(C(F)(F)F)C(F)(F)F | -0.14
CCCCC(=O)N(c1ccc2oc(=O)sc2c1)S(=O)(=O)c1ccc(OC)c(OC)c1 | 3.86*
Cc1ccc(-n2ncc(N(C)N3CC(C)(C)C3=O)c(Cl)c2=O)cc1 | -0.83
O=C(CN1CCN(c2ccccc2)CC1)Nc1c2c(nc3c1CCC3)CCCC2 | -1.5
C=CCN1C(=O)C(O)(CC(=O)c2ccc3c(c2)OCCO3)c2ccccc21 (stereo not drawn) | 0.54
CCOC(=O)c1c(C)n(-c2ccc(N(C)C)cc2)c2ccc(O)cc12 | 6.63*
CC12C=CC(O1)C1C(=O)N(c3ccc(N4CCOCC4)cc3)C(=O)C12 (stereo not drawn) | -0.66
CS(=O)(=N/C=C(\C#N)S(=O)(=O)c1ccc(C(F)(F)F)cn1)c1ccc(Cl)cc1 (stereo not drawn) | -0.13
CC(=O)n1ccc(-c2ccc(C#Cc3ccccc3)cc2)n1 | -1.49
CC(=O)ON=C1c2cc([N+](=O)[O-])ccc2-c2ccc([N+](=O)[O-])cc21 | 2.09
COc1ccc(-c2cnc(NCc3ccc(SC)cc3)n2C)cc1 | -0.61
COc1cccc(C2C(C(=O)c3cc4ccccc4o3)=C(O)C(=O)N2CCCN(C)C)c1 (stereo not drawn) | -0.99
CN(C)/C=C1\SC(=S)N(c2ccc(Br)cc2)C1=O | 0.76
CC(=O)Nc1ccc(N2C(=O)C3C4C=CC(CC4)C3C2=O)cc1 (stereo not drawn) | 0.87
Cc1cccc(C)c1NC(=O)C(C)N1CCCCC1 (stereo not drawn) | -1.04
CN(C)C(=O)c1ccc(Oc2cc(Cl)cc(Cl)c2)o1 | 2.88
C=CCOC(=O)c1sc(N2C(=O)c3oc4ccccc4c(=O)c3C2c2ccc(C)cc2)nc1C (stereo not drawn) | 0.42
Cn1ncc(C(=O)O/N=C(\N)c2cc(C(F)(F)F)cc(C(F)(F)F)c2)c1-n1cccc1 | -1.24
NCCCC[C@H](N[C@@H](CCc1ccccc1)C(=O)O)C(=O)N1CCC[C@H]1C(=O)O | -0.72
O=C(Nc1ccccc1)N1CCN(c2ncnc3sccc23)CC1 | -0.2
OC(COc1ccc(Br)cc1)CN1CCN(c2ccccc2)CC1 (stereo not drawn) | 2.52
COc1ccc2[nH]c(C(=O)N(C)c3ccccc3Cl)cc2c1 | -1.75
CCN(CC)C(=O)[C@]1(c2ccccc2)C[C@@H]1CN | -0.2
Cc1ccc(S(=O)(=O)n2nc(-n3c(C)ccc3C)c3c(F)cccc32)c2ccccc12 | 2.54
CC(C)c1ccc(NNS(=O)(=O)c2ccc(Cl)c(Cl)c2)cc1 | -0.81
O=C1NCCC/C1=N/Nc1cc(F)ccc1F | 2.1
O=C1c2ccccc2S(=O)(=O)N1CC1CC(c2ccccc2Cl)=NO1 (stereo not drawn) | -0.27
C=CCOc1cccc(C2c3c(oc4ccccc4c3=O)C(=O)N2Cc2ccc3c(c2)OCO3)c1 (stereo not drawn) | 2.06
CCCCn1c(CSc2ccccn2)cn(-c2nnc(C(C)(C)C)s2)c1=O | -0.51
Cc1nc(-c2cc(C#N)c(Oc3ccc(C(F)(F)F)cc3)nc2C)cs1 | -0.8
CN1CCc2c(sc3c2C(=O)NC(c2ccc(-c4ccc(F)cc4)o2)N3)C1 (stereo not drawn) | -0.33
COc1ccc(OC)c(C2Nc3ccc(C)cc3-c3cc(C)nn32)c1 (stereo not drawn) | -0.07
O=C(NCCCO)C(=O)Nc1ccc(Br)cc1 | 0.04
Cc1[nH]c(=S)[nH]c(=O)c1Oc1cccc(C(F)(F)F)c1 | -0.15
(more compounds)
SMILES | Dicer processing
C=CCSc1nc(C)c2ccccc2n1 | -0.47
COc1ccc(C(c2c(O)cc(C)oc2=O)c2c(O)cc(C)oc2=O)cc1 | -0.19
FC(F)(F)c1ccc(-c2csc(-c3ccc(C4SCCS4)cc3)n2)cc1 | -1.21
O=C(Nc1ccccc1)OCCCc1nc2ccccc2s1 | 2.43
CCCCOC(=O)CCCN1C(=O)S/C(=C/c2ccccc2)C1=S | -0.37
